CHT inh: inhibitors of human choline transporter CHT; High affinity choline transporter 1 (Homo sapiens), Q9GZV3; CHT-expressing cells, membrane potential dye, choline response; hits give low values; B-score at 10 µM; actives 0.86% (n = 310,000); AID 488975, 2010;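 active means B-score over 3 SD under the library average, and starting fluorescence ratio not unusually high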;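 further: choline stimulus applied at its EC90 after an EC20 pre-addition; B-score computed on integrated fluorescence ratio after choline addition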
Target sequence (Q9GZV3 whole entry, looked up): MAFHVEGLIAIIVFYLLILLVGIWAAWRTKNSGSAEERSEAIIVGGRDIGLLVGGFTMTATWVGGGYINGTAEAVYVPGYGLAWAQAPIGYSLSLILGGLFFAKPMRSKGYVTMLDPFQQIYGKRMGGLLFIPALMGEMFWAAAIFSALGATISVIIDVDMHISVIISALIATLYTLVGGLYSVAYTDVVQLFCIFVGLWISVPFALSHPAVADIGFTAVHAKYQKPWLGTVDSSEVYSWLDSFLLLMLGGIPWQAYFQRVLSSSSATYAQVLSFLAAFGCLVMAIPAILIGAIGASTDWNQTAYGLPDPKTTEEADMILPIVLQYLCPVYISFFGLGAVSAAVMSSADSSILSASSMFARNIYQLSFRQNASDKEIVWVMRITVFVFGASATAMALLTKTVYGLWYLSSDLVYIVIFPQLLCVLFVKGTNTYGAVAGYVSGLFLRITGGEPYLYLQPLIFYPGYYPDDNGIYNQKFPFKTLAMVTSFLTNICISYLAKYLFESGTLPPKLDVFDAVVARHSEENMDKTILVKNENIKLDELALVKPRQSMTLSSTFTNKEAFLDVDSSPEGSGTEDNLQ
Kir21 inh: inhibitors of mouse Kir2.1 inward-rectifier potassium channel; Inward rectifier potassium channel 2 (Mus musculus), P35561; HEK293-Kir2.1, FluxOR thallium flux fluorescence; hits give low values; B-score at 10 µM; actives 0.85% (n = 310,000); AID 1672, 2009;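 active means fluorescence ratio B-score at or below minus 3 SD of library scores, with starting-brightness B-score within 2 SD, cut at about -4.2 in these data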;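 further: channel flux triggered by added potassium and thallium sulfate stimulus; B-score of peak minus minimum fluorescence over baseline after thallium stimulus; more negative B-score means stronger Kir2.1 block with less thallium influx; some compounds called inactive have numbers as strong as hits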
Target sequence (P35561 whole entry, looked up): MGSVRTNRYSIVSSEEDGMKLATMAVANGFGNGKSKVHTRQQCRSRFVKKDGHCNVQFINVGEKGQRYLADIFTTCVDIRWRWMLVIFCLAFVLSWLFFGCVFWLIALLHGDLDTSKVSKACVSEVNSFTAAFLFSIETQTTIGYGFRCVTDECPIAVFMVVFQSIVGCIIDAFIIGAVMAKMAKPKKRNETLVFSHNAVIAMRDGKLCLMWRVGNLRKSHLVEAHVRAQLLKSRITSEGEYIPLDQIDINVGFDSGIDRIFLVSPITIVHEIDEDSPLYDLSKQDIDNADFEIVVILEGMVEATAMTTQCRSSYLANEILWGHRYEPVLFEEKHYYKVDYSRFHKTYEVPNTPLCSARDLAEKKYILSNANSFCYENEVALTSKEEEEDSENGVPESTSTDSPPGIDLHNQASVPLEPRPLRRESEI
KCNQ2 block: KCNQ2 potassium channel inhibitors, primary screen, cell-based, CHO-K1, FluxOR thallium flux, B-score (AID 2156); Potassium voltage-gated channel subfamily KQT member 2 (Rattus norvegicus), O88943; actives 1.1% (n = 310,000); 20 min; hits give low values; B-score at 10 µM;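 active means fluorescence ratio B-score at most minus 3 library SDs, with starting brightness B-score within 2 library SDs, cut at about -5.5 in these data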
Starred values were filed as active, the others as inactive; i = inactive; x = no result given.

| SMILES | Kir21 inh | CHT inh | KCNQ2 block |
| --- | --- | --- | --- |
| COc1cccc(OCC(=O)NNC(=O)C(=O)Nc2ccc(OC)cc2OC)c1 | 0.56 | i | i |
| CC1(C)CC(=O)C(CC2=C(O)CC(C)(C)CC2=O)=C(O)C1 | 0.14 | i | i |
| CSc1nc2cc(S(=O)(=O)N3CCCCC3)ccc2s1 | -0.49 | x | i |
| CCCC(c1nnnn1CCc1ccccc1)N1CCN(C(=O)c2ccco2)CC1 (configuration not stated) | 1.7 | i | i |
| O=[N+]([O-])c1ccc(N2N=C(c3ccccc3)CC2c2ccccc2O)cc1 (configuration not stated) | 0.09 | i | i |
| CC(C)(C)c1ccc(O)c(N=Cc2cc(Br)ccc2O)c1 | 0.54 | i | i |
| Cn1c(NC(=O)/C=C/c2ccc(Cl)c(Cl)c2)cc(=O)n(C)c1=O | -0.39 | i | i |
| O=C(NCCN=C1NS(=O)(=O)c2ccccc21)c1ccc2nccnc2c1 | 0.45 | i | i |
| C=CCOC(=O)C1=C(C)NC(=S)C(C#N)(CC=C)C1c1ccccc1Cl (configuration not stated) | 0.01 | i | i |
| CCOC(=O)Cc1csc(NC(=O)c2c(C)noc2C)n1 | 0.05 | i | i |
| COc1nn(-c2nc(-c3ccccc3)cc(C(F)(F)F)n2)cc1[N+](=O)[O-] | 0.68 | i | i |
| COC(=O)C1=C(C)NC(=S)NC1c1ccc(-c2cc(Cl)ccc2Cl)o1 (configuration not stated) | -2.9 | i | i |
| CCN(CC(=O)Nc1ccc(OC)cc1)C(=O)c1cc(-c2cccs2)nn1-c1ccccc1 | 0.5 | i | i |
| CC(=O)N1c2ccc(S(=O)(=O)N3CCCC3C(=O)Nc3cccc(F)c3)cc2CC1C (configuration not stated) | 0.07 | i | i |
| CCOC(=O)N1CCN(c2c(-c3ccc(C)c(C)c3)c(=O)c2=O)CC1 | 1.5 | i | i |
| CCOC(=O)C(C#N)C(c1cccnc1)c1c(C)[nH][nH]c1=O (configuration not stated) | 1.6 | i | i |
| CC(C)C(NC(=O)c1ccc([N+](=O)[O-])cc1Cl)C(=O)N1CCCC1 (configuration not stated) | -1.4 | i | i |
| Cc1cc(C(=O)CSc2nnnn2C)c(C)n1-c1ccc2c(c1)OCCO2 | -0.06 | i | i |
| CCCC(=O)NC(=S)Nc1cccc(C(C)=O)c1 | 0.33 | i | i |
| Cc1cccn2c(=O)c(/C=N/O)c(Nc3ccccc3F)nc12 | -2.2 | i | i |
| O=C(Oc1cccc(C(=S)N2CCOCC2)c1)c1cccc(Cl)c1 | -1.6 | i | i |
| CCOC(=O)N1CCN(C(=O)c2ccc(CN(c3ccccc3)S(C)(=O)=O)cc2)CC1 | -2.7 | i | i |
| CC1(C)CCC[C@]2(C)C(CS(=O)c3ccccc3)=C(C=O)CC[C@@H]12 (some centres not stated) | -2.2 | i | i |
| Cn1c(C(C)(O)C(O)c2ccccc2)nc2ccccc21 (configuration not stated) | -0.06 | i | i |
| COc1cc(C(=O)C(=O)c2cc(OC)c(O)c(OC)c2)cc(OC)c1O | 0.29 | i | i |
| O=C1OC2(c3ccccc3)C3CCCC2C13 | 0.75 | i | i |
| COc1cc(-c2nc3ccccc3s2)ccc1O | 0.43 | i | i |
| COc1ccc2nc(SCC(=O)N(C)C3CCCCC3)c(C#N)cc2c1 | 1.3 | i | i |
| CCCS(=O)(=O)c1ncc(Cl)c(C(=O)Nc2ccc(S(=O)(=O)Nc3ncccn3)cc2)n1 | -0.48 | i | i |
| CCCC(=O)Nc1cc(OCC)c(NC(=O)NC2CCCCC2)cc1OCC | -0.03 | i | i |
| O=C(CC1NC(=S)NC1=O)c1ccc(Cl)cc1 (configuration not stated) | 0.8 | i | i |
| Cc1cc(NC(=O)C(C)SCC(=O)N(C)CC(=O)Nc2ccccc2Br)no1 (configuration not stated) | -0.88 | i | i |
| C=CCC(COCc1ccccc1)NS(=O)(=O)c1ccccc1Br (configuration not stated) | -1.2 | i | i |
| O=c1c2ccccc2nnn1CSc1ccc2ccccc2n1 | 0.54 | i | i |
| CN(c1ccccc1)S(=O)(=O)c1ccc(NC(=O)c2ccccc2C(=O)O)cc1 | -0.08 | i | i |
| CCOc1ccc(NC(=O)CN(C)C(=O)c2ccccc2-n2cnnn2)cc1OCC | -0.06 | i | i |
| Cc1ccc(/C=C2\CCn3c2nc2cc(C(=O)O)ccc2c3=O)c(C)c1 | -0.73 | i | i |
| CCOc1ccc(N(CC(=O)N2CCc3ccccc32)S(=O)(=O)c2c(C)noc2C)cc1 | -1.5 | i | i |
| COc1ccc(N(CC(=O)NCc2ccco2)S(C)(=O)=O)cc1OC | 1.5 | i | i |
| O=C(NCCc1nc(-c2ccccc2Cl)no1)C1CCCCC1 | -0.01 | i | i |
| O=C1c2ccccc2C(=O)N1CCc1csc(-c2ccc(F)cc2)n1 | -3.4 | i | i |
| C=CC[n+]1c(-c2ccc(Cl)cc2Cl)csc1Nc1c(C)n(C)n(-c2ccccc2)c1=O | -0.54 | i | i |
| O=C(NCc1ccc2c(c1)CCO2)Nc1cccc(C(F)(F)F)c1 | 2.1 | i | i |
| CN1c2ccccc2C(=O)/C(=C\Nc2ccc(F)cc2)S1(=O)=O | 1.3 | i | i |
| COc1ccc(/C=C/C(=O)NC(=S)N2CCN(C)CC2)cc1 | 0.15 | i | i |
| CCOC(=O)c1cn2nc(Oc3ccccc3)ccc2n1 | 0.97 | i | i |
| CSCCC(NC(N)=O)C(=O)Nc1ccc2ccccc2c1 (configuration not stated) | 0.39 | i | i |
| CCSc1ccccc1C(=O)Nc1cccnc1 | 0.41 | i | i |
| CCCCn1c(=O)n(C)c(=O)c2c3c(sc21)COC(C)(C)C3 | -1.6 | i | i |
| Nc1nonc1C(=O)N/N=C/c1ccncc1 | -0.52 | i | i |
| CCOC(=O)c1csc(NC(=O)c2ccccc2)n1 | 0.19 | i | i |
| CCn1c(COc2ccccc2)nnc1SCC(=O)c1cccc([N+](=O)[O-])c1 | -1.3 | i | i |
| Cc1ccc(CSCC2Nc3ccc(C(=O)N4CCN(c5cccc(C)c5)C(C)C4)cc3NC2=O)cc1 (configuration not stated) | 0.8 | i | i |
| O=C(O)/C=C/C(=O)N(Cc1ccc2c(c1)OCO2)C1CC(=O)N(CCc2ccccc2)C1=O (configuration not stated) | 0.65 | i | i |
| O=C1/C(=C/c2ccc(F)cc2)SC(=S)N1Nc1ncc(C(F)(F)F)cc1Cl | -0.02 | i | i |
| CC(C)(C)c1cc(C(=O)NN)n(Cc2ccc(F)cc2)n1 | -0.29 | i | i |

Further records follow.
| SMILES | Kir21 inh | CHT inh | KCNQ2 block |
| --- | --- | --- | --- |
| CC(=O)c1c(C)[nH]c(C(=O)Nc2cccc(S(=O)(=O)N3CCOCC3)c2)c1C | 0.31 | i | i |
| Cc1noc(NS(=O)(=O)c2ccc(NC(=O)COc3ccc(Cl)cc3Cl)cc2)c1C | 1 | -6.4* | i |
| CC(C)CNS(=O)(=O)c1ccc(S(=O)(=O)N2CCC(N3CCCCC3)CC2)cc1 | -0.67 | i | i |
| Cc1nc2nc[nH]n2c(=O)c1CC(=O)O | -0.18 | i | i |
| Cc1oc2c(C)c3oc(=O)c(CCC(=O)NCCCN4CCCC4=O)c(C)c3cc2c1C | -1.3 | i | i |
| Cc1ccc(NC(=O)c2cccc(OCc3c(C)noc3C)c2)cc1S(=O)(=O)Nc1ccccc1Cl | -0.31 | i | i |
| O=C(NC(Cc1ccccc1)C(=O)O)/C(=C/c1cccc([N+](=O)[O-])c1)NC(=O)c1cccc(Br)c1 (configuration not stated) | -1.3 | i | i |
| CSc1sc(-c2n[nH]c(=S)n2C)c2c1C=CCC2 | 0.71 | i | i |
| CCOc1ccc(-c2cc(NC(=O)c3c(F)cccc3F)c(C(=O)O)s2)cc1 | 2.5 | i | i |
| C/C(=N\NC(=O)C1CC1)c1ccccc1O | 0.01 | i | i |
| CCCCCCC1CC(CCc2nc(=S)[nH][nH]2)C(=O)O1 (configuration not stated) | 0.1 | i | i |
| CC(NC(=O)Cc1ccc(S(=O)(=O)N2CCOCC2)s1)c1ccc(Cl)c(Cl)c1 (configuration not stated) | -2.6 | -7.1* | i |
| CC(NC(=O)c1ccc(C#N)cc1)C1CC2CCC1C2 (configuration not stated) | 0.06 | i | i |
| C(#Cc1ccccc1)Cn1nnc2ccccc21 | -1 | i | i |
| COc1ccc(Cc2nc3c4c(ncn3n2)Oc2c(ccc3ccccc23)C4c2ccc(OC)c(OC)c2)cc1 (configuration not stated) | 1.6 | i | i |
| Cc1ccc(/C=C/C(=O)O)cc1S(=O)(=O)N(C)CCO | 0.13 | i | i |
| N#CCC(=O)Nc1ccc(C(=O)OCC(=O)Nc2ccccc2Sc2ccccc2)cc1 | 2.2 | i | i |
| CCN(CC)S(=O)(=O)c1ccc(N2CCCC2)c(NS(=O)(=O)c2cccs2)c1 | -0.02 | i | i |
| CCc1nnc(NS(=O)(=O)c2ccc(N=Cc3c(C)[nH]n(-c4ccc(C)c(C)c4)c3=O)cc2)s1 | -0.08 | i | i |
| COc1ccc(C)cc1NC(=O)CSc1ccc(-c2cccnc2)nn1 | 2.7 | i | i |
| CNC(=S)N1CCN(c2cccc(OC)c2)CC1 | -1.5 | i | i |
| COc1ccc(-c2cc(=O)oc3c(C)c(OC(=O)c4cccs4)ccc23)cc1 | 1.3 | i | i |
| CCCCCC(=O)Nc1ccc(N2CCOCC2)c(S(=O)(=O)Nc2ccc(OC)cc2)c1 | -1.1 | i | i |
| Cc1ccc(NS(=O)(=O)c2ccc(NC(=O)c3ccccc3C(=O)O)cc2)c(C)c1 | 1.7 | i | i |
| Cc1ccccc1NC(=O)CSc1nnc(C)c(=O)[nH]1 | 1.5 | i | i |
| CC1=NNC(=O)C1C(c1ccc(Cl)cc1)C(C#N)C#N (configuration not stated) | -0.56 | i | i |
| O=C(O)CSC(C(=O)Nc1ccc(Br)cc1)c1ccccc1 (configuration not stated) | 0.17 | i | i |
| COC(=O)c1cn(C(=O)c2ccc(C)cc2C)c2ccccc12 | -0.31 | i | i |
| Cc1ccc(-c2c[n+](CC(=O)Nc3nc(-c4ccccc4)cs3)c3n2CCC3)cc1 | -0.87 | i | i |
| C/C(=N\OCc1nc2ccccc2c(=O)n1/N=C/c1cc(C)cc([N+](=O)[O-])c1O)c1ccccc1 | -0.44 | i | -8.3* |
| COc1ccc(NC(=O)C2=CC(c3ccc(OC)cc3)=NS(=O)(=O)N2C)cc1 | -1.9 | i | i |
| Cc1cc(NC(=O)CSc2nc3ccccc3c(=O)n2C2CCCC2)no1 | 0.7 | i | i |
| Cn1c(Cn2c(=O)sc3ccccc32)nnc1SCC(=O)NCCc1ccccc1 | -1.9 | i | i |
| COc1ccccc1NC(=O)c1ccc(Cl)c(S(=O)(=O)N2CCCCC2)c1 | 0.01 | i | i |
| Cc1cccc(Cn2c(SCCO)nc3c2c(=O)n(C)c(=O)n3C)c1 | -0.03 | i | i |
| O=C(c1ccc(O)cc1)c1ccc(O)cc1O | 1 | i | i |
| COc1ccccc1-c1noc2ncnc(Nc3ccccc3C)c12 | -1.1 | i | i |
| Cc1ccc(S(=O)(=O)N2CCN(C(=O)c3ccccn3)CC2)c(C)c1 | -1.1 | i | i |
| CCN1CCN(S(=O)(=O)c2c[nH]c(C(=O)OC)c2)CC1 | 0.06 | i | i |
| CCN(CC1CCCN(CCc2cccc(OC)c2)C1)C(=O)c1ccoc1 (configuration not stated) | 0.7 | i | i |

3 neighbouring entries from above, for reference:
| SMILES | Kir21 inh | CHT inh | KCNQ2 block |
| --- | --- | --- | --- |
| Cc1ccc(S(=O)(=O)N2CCN(C(=O)c3ccccn3)CC2)c(C)c1 | -1.1 | i | i |
| CCN1CCN(S(=O)(=O)c2c[nH]c(C(=O)OC)c2)CC1 | 0.06 | i | i |
| CCN(CC1CCCN(CCc2cccc(OC)c2)C1)C(=O)c1ccoc1 (configuration not stated) | 0.7 | i | i |

Following part
| SMILES | Kir21 inh | CHT inh | KCNQ2 block |
| --- | --- | --- | --- |
| C=C1CCN(C(Cc2ccccc2)C(=O)OC)S(=O)(=O)c2ccc(F)cc21 (configuration not stated) | -0.86 | i | i |
| CCOC(=O)N/N=C/c1ccc(N(CC)CC)cc1O | -3.5 | i | i |
| O=C(COc1ccc(/C=N/NC(=O)c2ccc(O)cc2)cc1)Nc1cccc([N+](=O)[O-])c1 | -0.02 | i | i |
| O=C(c1ccc(Cl)cc1)N1CCN(C(=O)c2ccco2)CC1 | -0.4 | i | i |
| COc1ccc(-c2c[n+]3c(n2-c2c(C)n(C)n(-c4ccccc4)c2=O)CCCCC3)cc1 | 0.27 | i | i |
| Cc1ccc(-c2nn(-c3ccccc3)cc2C(=O)N2CCOCC2)cc1C | -1.5 | i | i |
| COc1cc(CCCN2C(=S)NC[C@@H]2c2ccccc2)cc(OC)c1OC | -0.43 | i | i |
| CCOC(=O)C1=C(O)C(=O)NC(c2ccccc2)=C(OC2CCCCC2)C1 | -1.2 | i | i |
| Cn1c(N)c(C(=O)COC(=O)c2ccc([N+](=O)[O-])o2)c(=O)n(C)c1=O | 1.3 | i | i |
| CSc1cccc(NC(=S)Nc2ccc(F)cc2)c1 | -2.3 | i | i |
| COc1cccc(-n2cnc3sc(C)cc3c2=O)c1 | -2.5 | i | i |
| Cc1cc(OCC(=O)Nc2cc(S(=O)(=O)N3CCOCC3)ccc2N2CCCC2)ccc1C(C)C | -0.65 | i | i |
| COc1ccc(O)c(-c2cc(C(F)(F)C(F)F)nc(-c3ccccc3)n2)c1 | 0.33 | i | i |
| CCC(C)(C)c1ccc(Oc2ccc(N)cc2)cc1 | -0.09 | x | i |

Screening results as filed in PubChem BioAssay.
